High-throughput results (PubChem BioAssay)
LEDGF integ inh: blocks HIV-1 LEDGF/p75-dependent DNA integration | TR-FRET IN-LEDGF/p75 DNA integration, Eu/Cy5 | inhibition, % at 3.7 µM | 370,000 tested, 0.64% active | AID 743269;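 active = inhibition above the screen-wide mean plus 3 SD, cut at about 13% in these data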;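 note: signal is the Cy5 over europium emission ratio at 671 and 618 nm; 0% = plate median of compound wells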
DDE Tn7 FP inh: disrupts Tn7 cyclic peptide binding to fibrin D-Dimer-E complex. P02675. FP displacement of FITC-Tn7 peptide from fibrin DD(E); 0% = median of compound wells per plate. inhibition, % at 8.3 µM. 370,000 tested, 0.13% active;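 active = inhibition above the mean of compounds falling within the control limits plus 3 SD of them, cut at about 14% in these data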;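 note: 0% = plate median of compound wells and 100% = 10 µM Aha-Tn7 peptide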
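Assay system: Fibrin-DD(E) protein isolated from polymerized human fibrin clots; read-out basis: percent inhibition; medium: Tris/NaCl/CaCl2 buffer, pH 7.8; signal: FP measurement; incubation: 10 min plus 3 h, room temperature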
mABHD4 FP: inhibits mouse alpha/beta hydrolase domain 4 | Q8VD66 | purified mABHD4, FP-Rh probe fluorescence polarization | inhibition, % at 8.92 µM | 370,000 tested, 0.54% active;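 active = inhibition exceeding the mean over every tested compound plus 3 SD, cut at about 30% in these data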;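 note: 0% = plate median of compound wells and 100% = S159A mutant with DMSO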
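system = mouse ABHD4 enzyme, wild type | medium = HEPES pH 7.0, NaCl, Pluronic buffer | also added = FP-Rh probe | incubation = Enzyme–compound pre-incubation 45 min, then probe 60 min, both 25 °C | technique = fluorescence polarization, excitation 525 nm, emission 598 nm, BODIPY TMR filters | controls = S159A mutant high control, sample median low control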
TDP2 absorb: TDP2 (human) inhibition, absorbance primary screen; recombinant TDP2, T5PNP hydrolysis, p-nitrophenol absorbance 415 nm; 370,000 tested, 0.34% active; inhibition, % at 12.8 µM; AID 720702;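 active = inhibition above the mean of all tested compounds plus 3 SD, set per campaign, cut at about 25% in these data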;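 note: 0% = DMSO with enzyme and 100% = buffer with substrate but no TDP2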
Target sequence (O95551 whole entry, looked up): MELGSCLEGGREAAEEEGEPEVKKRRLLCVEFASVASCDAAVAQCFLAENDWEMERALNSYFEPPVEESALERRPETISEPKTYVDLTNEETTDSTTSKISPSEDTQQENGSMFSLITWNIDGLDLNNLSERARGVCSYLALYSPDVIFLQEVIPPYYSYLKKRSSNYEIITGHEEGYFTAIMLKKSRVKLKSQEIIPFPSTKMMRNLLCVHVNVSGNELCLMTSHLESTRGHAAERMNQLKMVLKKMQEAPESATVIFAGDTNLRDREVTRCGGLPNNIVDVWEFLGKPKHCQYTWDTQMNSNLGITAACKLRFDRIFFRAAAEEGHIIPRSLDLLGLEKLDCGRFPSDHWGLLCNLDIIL
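Test system: human TDP2 enzyme; Input: 120 nM TDP2 per well; Buffer or medium: Mg2+-containing Tris-HCl buffer, pH 7.5; Reagent: 5 mM T5PNP; Dosing: 12.8 µM single point, 1% DMSO; Incubation: reaction 2 h, 37 °C; Detection: p-Nitrophenol epi absorbance; Read-out: % inhibition relative to enzyme-containing and enzyme-free wells; Replicates: single well per compound.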
PRMT1 inh: inhibitors of human PRMT1 | Q99873 | recombinant PRMT1, activity-based probe fluorescence polarization | inhibition, % at 2.79 µM | 370,000 tested, 1.3% active;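 active = inhibition above about 21% made by adding two undisclosed values, limit read from the data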
Target sequence (Q99873 whole entry, looked up): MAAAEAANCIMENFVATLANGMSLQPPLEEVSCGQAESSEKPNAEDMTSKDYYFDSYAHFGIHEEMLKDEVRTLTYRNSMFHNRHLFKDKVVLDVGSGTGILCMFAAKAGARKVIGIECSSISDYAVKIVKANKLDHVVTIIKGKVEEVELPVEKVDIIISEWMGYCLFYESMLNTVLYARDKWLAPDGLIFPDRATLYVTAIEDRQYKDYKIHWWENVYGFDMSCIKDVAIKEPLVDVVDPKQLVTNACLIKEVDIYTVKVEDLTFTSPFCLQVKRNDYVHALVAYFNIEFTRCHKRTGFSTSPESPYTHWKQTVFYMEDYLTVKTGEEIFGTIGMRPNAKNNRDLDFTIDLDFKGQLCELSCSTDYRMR
TCR CD3 inh: inhibitors of human TCR-CD3 interaction; inhibition, % at 9.4 µM; AID 651800; 360,000 tested, 0.37% active; TAMRA-labeled TCR probe fluorescence, biochemical; in the data active = inhibition above about 19%;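 note: recombinant mutant TCR 2C K166C tagged with TAMRA read by polarization; 0% = receptor in buffer alone and 100% = receptor with positive control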
SIAE inh: blocks human sialic acid acetylesterase. Q9HAT2. inhibition, % at 9.66 µM. AID 1053197. SIAE FP-Rh probe binding, fluorescence polarization. 370,000 tested, 0.69% active;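 active = inhibition above a cutoff: mean of compounds within the control limits plus 3 SD of those, cut at about 17% in these data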;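 note: 0% = plate median of compound wells and 100% = probe without SIAE protein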
UHRF1 binding: blocks human UHRF1 binding to methylated DNA | Q96T88 | UHRF1 binding to methylated oligo, TR-FRET | inhibition, % at 4.4 µM | 370,000 tested, 0.75% active; in the data active = inhibition above about 21%;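 note: UHRF1 SRA domain binding a hemimethylated CpG hairpin DNA probe; 0% = median of test compound wells and 100% = reference inhibitor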
PG9 Ab binder: PG9 antibody binding by small molecule; TR-FRET gp120-PG9 antibody binding; inhibition, % at 6.7 µM; 360,000 tested, 0.43% active; AID 624416; in the data active = inhibition above about 8.5%
HTRA1 inh: blocks human HTRA1 serine peptidase; Q92743; recombinant HTRA1, FP-rhodamine activity-based probe, fluorescence polarization; inhibition, % at 5.96 µM; 340,000 tested, 0.5% active; AID 504803; in the data active = inhibition above about 36%;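 note: 0% = enzyme with DMSO and 100% = wells lacking enzyme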
An asterisk follows results filed as active; · = not tested or not shown. Compounds as they come; any-hit rate near 4.2%.

UHRF1 binding,SIAE inh,PG9 Ab binder,TDP2 absorb,PRMT1 inh,TCR CD3 inh,DDE Tn7 FP inh,HTRA1 inh,LEDGF integ inh,mABHD4 FP,molecule
1,0,0.0,7,3,3,2,0,-3,6,COc1ccc(N=C2SC(CC(=O)Nc3ccc(OC)cc3OC)C(=O)N2C)cc1 (centres undefined)
1,2,-1.2,-2,0,0,-2,0,0,-2,O=C(NCc1cccnc1)C1CCN(S(=O)(=O)N2CCC3(CC2)OCCO3)CC1
0,4,-1.8,6,24*,-3,3,-6,5,1,O=C(CCN1CCCCC1)Nn1c(=S)[nH]c2ccccc2c1=O
-3,1,-3.2,4,7,-3,-5,·,0,10,Cn1ccc2c(N3CCOCC3)cc3c(c21)C1CCC3O1 (centres undefined)
-1,4,0.6,6,-1,1,8,-15,2,0,Cc1ccc(C(=O)OCC(=O)Nc2cccc(S(=O)(=O)N3CCCCC3)c2)o1
2,21*,2.3,1,-1,2,-9,1,3,4,O=C(CSc1nnc(-c2ccc(F)cc2)o1)N1CCCC1
-2,2,30*,-2,0,7,8,8,-2,5,O=C(Nc1nc2c(Br)cc(Br)cc2c(=O)s1)c1ccco1
2,-1,-1.4,4,-3,-6,-5,-3,1,2,COc1ccc(CCNC(=O)c2ccc(CS(=O)(=O)c3ccc(Cl)cc3)o2)cc1OC
-2,-5,-0.5,1,-4,-5,3,-3,2,0,Cc1ccc(NC(=O)c2ccc(Cl)c(S(=O)(=O)N3CCCC3)c2)nc1
2,-43,1.6,-11,-3,-8,-2,3,4,-4,COc1cc(/C=N\NC(=O)c2ccc(C)nc2)ccc1OC(=O)c1cccc(F)c1
1,-5,1.2,-12,5,-7,-3,-20,5,-10,O=C(COC(=O)c1ccc2ncsc2c1)NCc1cccc(Cl)c1
9,-5,-0.9,-12,-4,-2,-4,0,7,-9,S=C(Nc1ccccc1Cl)N1CCC(c2ccccc2)C1 (centres undefined)
-2,6,-1.2,3,2,2,1,-4,-1,-7,O=S(=O)(c1cccc(-c2cn3ccccc3n2)c1)N1CCCCC1
-1,8,-0.5,12,2,-9,5,-6,0,0,CCN(Cc1ccc(OC)c(F)c1)C(=O)/C=C/c1ccc(S(=O)(=O)N2CCOCC2)cc1
3,-6,-3.1,-5,2,0,5,-2,-1,-14,CC(C)(C)OC(=O)C[C@@H]1C/C=C\C[C@@H](CC(=O)N[C@H](CO)Cc2ccccc2)C(=O)NCCOC1=O

Overlap with the part before: 4 compounds, then new ones.
UHRF1 binding,SIAE inh,PG9 Ab binder,TDP2 absorb,PRMT1 inh,TCR CD3 inh,DDE Tn7 FP inh,HTRA1 inh,LEDGF integ inh,mABHD4 FP,molecule
9,-5,-0.9,-12,-4,-2,-4,0,7,-9,S=C(Nc1ccccc1Cl)N1CCC(c2ccccc2)C1 (centres undefined)
-2,6,-1.2,3,2,2,1,-4,-1,-7,O=S(=O)(c1cccc(-c2cn3ccccc3n2)c1)N1CCCCC1
-1,8,-0.5,12,2,-9,5,-6,0,0,CCN(Cc1ccc(OC)c(F)c1)C(=O)/C=C/c1ccc(S(=O)(=O)N2CCOCC2)cc1
3,-6,-3.1,-5,2,0,5,-2,-1,-14,CC(C)(C)OC(=O)C[C@@H]1C/C=C\C[C@@H](CC(=O)N[C@H](CO)Cc2ccccc2)C(=O)NCCOC1=O
-1,9,1.2,12,-1,-3,0,0,-1,1,O=C(NCc1ccc(Cl)cc1)C1CCCN(C(=O)c2ccc(Cl)cc2)C1 (centres undefined)
-2,-1,-0.3,6,-1,1,-6,-7,1,-2,COc1cc(OC)c(OC)cc1/C=C/c1ccnc2ccccc12
3,-1,0.7,-8,2,-4,2,0,-2,-4,COc1cc(NC(=O)CN2CCN(CC(=O)Nc3ccccc3OC)CC2)cc(OC)c1
-2,-4,-1.3,8,-1,1,1,-17,-1,2,Cc1ccc(NC(=O)C(C)OC(=O)c2n[nH]c3ccccc23)cc1 (centres undefined)
3,3,1.4,3,-1,-14,3,4,1,-2,CCCCNC(=O)CN(c1cccc(F)c1)S(C)(=O)=O
-1,5,-1.3,1,-1,4,4,-3,2,0,CCOC(=O)/C(C#N)=N/Nc1ccccc1C#N
1,-1,-1.3,9,0,1,-6,-5,0,-6,O=C(NC(=S)Nc1ccccn1)c1cncc(Br)c1
-1,-2,-2.9,3,-3,7,0,-3,-2,-5,CCOc1cccc(C(c2c(C)n(C)n(-c3ccccc3)c2=O)c2c(C)n(C)n(-c3ccccc3)c2=O)c1OC
-2,3,·,-3,-1,·,-3,·,-1,-2,CC(C)(C)c1ccc(CSc2nnc(-c3cccs3)o2)cc1
8,-5,1.8,-17,2,-1,2,-3,0,-10,Cc1ccc(-c2nn(-c3ccccc3)cc2C2CC(c3cccs3)=NN2C(=O)CCC(=O)O)cc1 (centres undefined)
0,4,-3.3,1,0,5,3,8,-4,15,Cc1nn(-c2ccccc2)c(N2CCCC2)c1/C=N/NC(=O)c1ccccc1O
1,3,-0.1,6,3,-2,3,-3,-2,4,O=C(Cn1c(C(F)(F)F)nc2ccccc21)N/N=C/c1ccco1
0,-1,0.6,6,-2,10,3,-1,-3,5,CC(=O)c1ccc([N+](=O)[O-])cc1
4,1,5.1,2,1,-5,6,-3,3,-1,CCc1ccc(NS(=O)(=O)c2ccc3[nH]cc(C(=O)N4CCCCC4)c(=O)c3c2)cc1
3,4,-0.8,3,0,-2,1,5,0,0,COc1cc(C2CC(C(F)(F)F)n3ncc(C(=O)O)c3N2)cc(OC)c1OC (centres undefined)
1,6,2.5,-6,-1,1,3,10,-1,-1,CC(C)(C)CN1CCC(Oc2cccc(C(=O)NCCCOc3cccnc3)c2)CC1
-1,-2,0.6,-3,29*,1,5,-5,3,6,CCCC(C)c1nnc(NC(=O)c2cc(C(=O)OC)cc([N+](=O)[O-])c2)s1 (centres undefined)
-2,1,0.8,5,0,-3,-3,·,0,-3,C/C(=N\NC1=NCCN1)c1ccccc1
-2,5,-1.2,2,0,8,-2,0,1,1,CC(C)N(NC(=O)c1cccc2ccccc12)C(C)C
18,-5,-1.4,-14,0,-4,3,1,6,-13,Cc1ccc(-n2c3c(c(=O)[nH]c2=O)C(NS(=O)(=O)c2ccc(C)cc2)(C(F)(F)F)C(=O)N3)cc1 (centres undefined)
3,2,2.1,-3,7,1,3,3,4,-8,CC[C@H](C)[C@H](NC(=O)CNC(=O)COc1cc2c(c3oc(=O)cc(C)c13)CCC(C)(C)O2)C(=O)O
-5,-2,0.3,8,5,1,-8,-4,6,12,N#Cc1cc(Sc2ccccn2)c([N+](=O)[O-])cc1C#N
3,21*,-1.3,-4,-1,1,-7,1,3,2,Cc1ccccc1N1CCN(S(=O)(=O)N(C)C)CC1
1,-3,0.8,10,2,-2,7,0,0,19,COc1ccc(OCC#CCN2CC(C)OC(C)C2)cc1 (centres undefined)
0,-3,0.6,1,2,-1,-1,-1,-3,2,CCOC(=O)Cn1nc(NC(=O)c2ccc3c(c2)OCO3)cc1C
1,6,1.0,-6,2,-5,7,2,4,0,O=C(COc1ccccc1)NCc1ccco1
-2,-3,-0.8,-5,3,3,-3,5,-2,5,Cc1ccc(CCNC(=O)C2CCCN(S(=O)(=O)c3cccc4nsnc34)C2)cc1 (centres undefined)
9,4,-0.2,5,-2,4,-4,13,2,-2,COc1cc(C2NC(=O)NC(C)=C2C(=O)OC2CCCC(C)C2)ccc1O (centres undefined)
3,6,0.5,5,-5,-4,-4,2,5,1,CC(=O)Nc1ccc(NC(=O)C2CC(=O)N(c3cccc(C)c3C)C2)cc1 (centres undefined)
1,5,-0.3,-3,5,0,-4,-1,-2,24,S=C(c1ccc(N2CCCC2)c(Br)c1)N1CCCCC1

Copied from the list.
Under UHRF1 binding, C/C(=N\NC1=NCCN1)c1ccccc1 reads -2
Under HTRA1 inh, CCN(Cc1ccc(OC)c(F)c1)C(=O)/C=C/c1ccc(S(=O)(=O)N2CCOCC2)cc1 reads -6
Under PRMT1 inh, CCOC(=O)/C(C#N)=N/Nc1ccccc1C#N reads -1
Under mABHD4 FP, O=C(COC(=O)c1ccc2ncsc2c1)NCc1cccc(Cl)c1 reads -10
Under TDP2 absorb, CC(C)(C)CN1CCC(Oc2cccc(C(=O)NCCCOc3cccnc3)c2)CC1 reads -6

Back to the main list, starting two compounds before the break.
UHRF1 binding,SIAE inh,PG9 Ab binder,TDP2 absorb,PRMT1 inh,TCR CD3 inh,DDE Tn7 FP inh,HTRA1 inh,LEDGF integ inh,mABHD4 FP,molecule
3,6,0.5,5,-5,-4,-4,2,5,1,CC(=O)Nc1ccc(NC(=O)C2CC(=O)N(c3cccc(C)c3C)C2)cc1 (centres undefined)
1,5,-0.3,-3,5,0,-4,-1,-2,24,S=C(c1ccc(N2CCCC2)c(Br)c1)N1CCCCC1
0,-10,1.1,-2,-2,4,-6,3,0,-8,COCCCNC(=O)c1ccc(Cn2c(=O)c3ccccc3n(Cc3cc(C)ccc3C)c2=O)cc1
1,-4,-0.5,-6,5,-5,1,-3,-3,1,COc1ccccc1NC(=O)Cn1cnc2sc(C(=O)Nc3ccc(OC)c(OC)c3)c(C)c2c1=O
0,-5,-0.2,-5,-4,7,0,0,5,-7,C/C(CC(=O)c1ccccc1)=N\NC(=O)CC#N
-4,3,-0.8,5,4,-5,-2,-3,1,5,O=c1c(/C=N/N2CCOCC2)c(C(F)(F)F)[nH]n1-c1ccccc1
10,16,-3.3,59*,-5,0,-1,18,59*,1,Cc1nnc(N/N=C/c2ccccc2O)n1N
-1,-15,0.2,6,-2,1,-2,-2,-2,2,CCOC(=O)c1c(C)[nH]c(C)c1C(=O)CSc1nnc(-c2ccc(OC(F)F)cc2)o1
-2,-4,-0.7,2,-3,2,5,-10,2,-4,CCOc1ccccc1-c1nc(-c2ccncc2)no1
1,-1,0.7,0,2,-5,-1,·,-4,-14,CCc1nc2ccc(C(=O)NCCc3c[nH]c4ccccc34)cn2c1N(C)CCCc1ccccc1
1,-9,1.1,6,-2,-4,1,-1,-2,0,COC(=O)/C=C/C(=O)N1CCN(c2ccccc2C)CC1
14,-5,1.6,-7,8,-5,0,-1,-3,4,CCN1CCN(c2nc3ccccc3n3cnnc23)CC1
